Assay outcomes from PubChem.
PAX8 inh HTS = lowers PAX8-driven luciferase in RMG-I cells | inhibition, % at 12.6 µM | AID 652154 | 360,000 tested, 1.2% active | RMG-I TPO-luciferase reporter, SteadyGlo, 24 h;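 active means mean replicate inhibition at least 60% with every replicate also reaching 60%; inconclusive means only one of the two criteria is met; inactive means mean below 60% and not all replicates reaching 60%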;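 further: luciferase light reporting Pax8 driven TPO promoter activity; plate controls were median of neutral control wells for no effect and mitoxantrone controls for full effect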
FN deposition inh = fibronectin deposition inhibition | 350,000 tested, 0.086% active | inhibition, % at 12.6 µM | AH1F fibroblasts, Alexa488-fibronectin deposition fluorescence, overnight;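 active means mean inhibition across replicates of 30% or more, regardless of how many single replicates reach that level; inconclusive means mean under 30% yet at least half of replicates reach 30%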;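 further: positive control wells lacked labelled fibronectin entirely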
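Test system: AH1F fibroblast monolayer depositing Alexa488-labelled fibronectin into matrix. Input: 10000 cells per well. Technique: fluorescence, ex 485 nm, em 525 nm. Buffer or medium: DMEM plus 2% serum, read in PBS. Timing: 1 h cell adhesion before compound, then overnight fibronectin incubation. Compound: single dose, pinned. Read-out basis: inhibition from reduced deposited-fibronectin fluorescence.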
INS-1E GSIS act = primary screen for activators of insulin secretion dependent on glucose, INS-1E cells, GLuc reporter luminescence; activation, % at 16.6 µM; 370,000 tested, 0.61% active; AID 743287; INS-1E GLuc reporter insulin secretion, 2-3 h;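 active means lowest replicate activation of at least 40%, so every replicate reaches that level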;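 further: 0% = median of neutral control wells and 100% = median of IBMX positive control wells; some compounds called inactive have numbers as strong as hits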
F508del corr = correctors of CFTR F508del function in bronchial epithelial cells. CFBE cells, YFP halide quenching; stimulated with forskolin plus potentiator P3; % fluorescence drop versus neutral controls. activity (quench increase), % at 7.58 µM. 350,000 tested, 0.36% active. AID 720511;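 active means mean added fluorescence quench of at least 8% versus neutral control, with both replicates also reaching 8%; inconclusive means only one of the mean or replicate conditions met; inactive means mean below 8% and not both replicates reaching 8%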;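 further: cells transiently co-express mutant CFTR-F508del with the halide-sensitive YFP; corrector assay measuring rescue of mutant channel to the surface after 24 h compound exposure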
EWS-Fli block = inhibitors of EWS/Fli oncoprotein transcriptional activity; A673 NR0B1-luciferase reporter, viability-normalised; inhibition, % at 12.6 µM; 350,000 tested, 0.67% active; AID 651661;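 active means mean inhibition of at least 50% after viability correction, with every replicate also passing that limit; inconclusive means mean reaches 50% but only one of two replicates passes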;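 further: firefly luciferase signal divided by Alamar Blue viability fluorescence both relative to DMSO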
DENV2 CPE = protects cells from dengue virus 2 cytopathic effect; 350,000 tested, 1.7% active; DENV2-infected cells, cytopathic effect rescue, plate reader; AID 651640; CPE inhibition, % at 9.99 µM; in the data active means CPE inhibition above about 20%, passing the limit was not always enough; inconclusive means no clear call, values can overlap the other calls; tested in BHK-21 cells;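 further: 0% = median of neutral control wells and 100% = median of positive control wells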
miR-122 sensor = blocks miR-122 activity in Huh7 sensor cells; activation (reporter increase), % at 12.5 µM; AID 602342; 340,000 tested, 0.3% active; Huh7 miR-122 Renilla luciferase sensor, 48 h; neutral wells = 0, positive control = 100;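 active means mean replicate activation score at least 90 and every replicate individually at or above 90; inconclusive means only one of the two criteria met; inactive means neither criterion met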;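 further: higher luciferase means less miR-122 activity so hits act as miR-122 inhibitors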
An asterisk follows results filed as active; ? = inconclusive; . = not tested or not shown; [ ] = dose if it differs, or a comment.

SMILES | PAX8 inh HTS | FN deposition inh | INS-1E GSIS act | F508del corr | EWS-Fli block | DENV2 CPE | miR-122 sensor
COc1ccc(S(=O)(=O)Nc2ccc3c(c2)C(=O)N([C@@H](C)CO)C[C@H](C)[C@H](CN(C)C(=O)c2ccccc2)OCCCC[C@H](C)O3)cc1 | 13 | -2 | -33 | 0.8 | 3 | -4 | -4[16.7 µM]
CCn1c(CSc2nnc(-c3ccc4c(c3)OCO4)o2)nc2cc(S(=O)(=O)N(C)C)ccc21 | -4 | 6 | -13 | . | . | . | 1
CCN(CC(=O)NCc1cccs1)C(=O)/C=C/c1ccc(Cl)c(Cl)c1 | 6 | 5 | -51 | 1.1 | -5 | 10 | .
O=C(Cc1ccccc1)O/N=C1\CCCc2ccccc21 | -24 | . | -46 | 0.2 | -8 | ? | -8
CCOc1ccc(NC(=O)Nc2ccccc2C(N)=O)cc1 | 0 | -14 | 8 | -3.6 | -13 | 3 | -5
O=C(NC1CCCCC1)[C@H]1[C@H](CO)[C@H]2Cn3c(cccc3=O)[C@H]2N1CC1CCCC1 | . | -15 | 34 | 3.4 | -1 | 1 | .
COc1ccc(NC(=O)c2n[nH]c(=O)c3ccccc23)cc1S(=O)(=O)N1CCCCC1 | 37 | 6 | -2 | . | . | . | .
O=C(Nc1cccc(O)c1)c1ccccc1[N+](=O)[O-] | 5 | 0 | 7 | -2.1 | -2 | 9 | .
Cc1ccc(C)c(S(=O)(=O)N2CCN(C(=O)CSc3ccccc3F)CC2)c1 | -8 | 3 | -2 | -1.3 | . | -2 | .
O=C(C[C@@H]1CC[C@@H](NC(=O)Nc2ccc(C(F)(F)F)cc2)[C@@H](CO)O1)NCc1cc(F)cc(F)c1 | -13 | . | -14 | -3.5 | -14 | -2 | .
N#Cc1ccccc1S(=O)(=O)Nc1ccc2c(c1)OCCO2 | -30 | 4 | 12 | -1.3 | -3 | -1 | 3
O=C1NC(=S)S/C1=C\c1coc2ccccc2c1=O | -16 | 0 | -25 | -0.1 | 4 | . | 1
O=C(N/N=C/c1cc(Cl)cc([N+](=O)[O-])c1O)C1CC1 | 20 | 10 | -34 | 0.4 | -12 | . | 3
C[C@@H]1CN([C@H](C)CO)C(=O)Cc2cc(NC(=O)CCCCCC(=O)Nc3ccccc3N)ccc2O[C@H]1CN(C)Cc1ccc(Oc2ccccc2)cc1 | -18 | . | -6 | -3.1 | 10 | 2 | 0[16.7 µM]
CN(c1ccccc1)S(=O)(=O)c1cccc(NC(=O)CSc2nnc(N)s2)c1 | -15 | 0 | -15 | . | . | . | 14
S=C(NCc1ccc2c(c1)OCO2)NCc1ccco1 | -13 | 0 | -11 | 3.6 | -23 | -2 | .
O=C(c1cccs1)N1CCN(c2nc3c(F)cc(F)cc3s2)CC1 | -84 | -1 | -35 | -0.2 | -34 | 0 | .
O=c1cc(CN2CCN(c3cccc(C(F)(F)F)c3)CC2)nc2sccn12 | 35 | 10 | -20 | -0.7 | 10 | 8 | .
CO[C@H](CN(C)Cc1cc(F)ccc1F)[C@H](C)CN([C@H](C)CO)S(=O)(=O)c1ccc(C)cc1 | . | -2 | -10 | -1.8 | 3 | 5 | .
CCn1c(=O)c2ccccc2n(Cc2cccc(C)c2)c1=O | -17 | -16 | 21 | 0.4 | 5 | -2 | 4
Cc1onc(-c2ccccc2)c1-c1csc(N/N=C/c2ccccc2)n1 | 25 | -2 | 1 | 3.1 | 19 | -1 | .
COc1ccccc1/C=N/OC(=O)c1ccc(C)cc1 | -12 | 7 | 14 | 0.1 | -8 | -2 | -4
COc1ccccc1NC(=O)N[C@H]1CC[C@H](CCNC(=O)c2ccc3c(c2)OCO3)O[C@@H]1CO | 7 | 2 | 1 | -0.7 | 1 | 12 | -3[16.7 µM]
C=CCNC(=O)NC(=O)COC(=O)/C(C#N)=C/c1ccc(OC)cc1 | 13 | -4 | -39 | 0.6 | 9 | -1 | .
COc1ccc(S(=O)(=O)N(C)C[C@@H]2Oc3ccc(NS(=O)(=O)c4ccc(C)cc4)cc3CC(=O)N([C@@H](C)CO)C[C@H]2C)cc1 | -11 | . | 2 | 1.0 | 14 | -6 | 3[16.7 µM]

Limited to miR-122 sensor, PAX8 inh HTS and DENV2 CPE (3 entries from above):
compound | miR-122 sensor | PAX8 inh HTS | DENV2 CPE
O=C(Nc1cccc(O)c1)c1ccccc1[N+](=O)[O-] | . | 5 | 9
C=CCNC(=O)NC(=O)COC(=O)/C(C#N)=C/c1ccc(OC)cc1 | . | 13 | -1
COc1ccc(S(=O)(=O)N(C)C[C@@H]2Oc3ccc(NS(=O)(=O)c4ccc(C)cc4)cc3CC(=O)N([C@@H](C)CO)C[C@H]2C)cc1 | 3[16.7 µM] | -11 | -6

Following part
SMILES | PAX8 inh HTS | FN deposition inh | INS-1E GSIS act | F508del corr | EWS-Fli block | DENV2 CPE | miR-122 sensor
COC(=O)c1ccccc1NC(=O)C1CCC(=O)N1S(=O)(=O)c1ccc(C)cc1 (stereo not given) | . | . | 7 | -2.5 | 6 | 7 | .
O=C(COc1ccc(Cl)cc1Cl)N(c1ccccn1)C1CCCCC1 | -3 | 7 | -16 | . | . | . | .
NC(=S)N/N=C/c1coc2ccc(O)cc2c1=O | 15 | 6 | -8 | 0.5 | -2 | 2 | 1
C[C@H]1CN([C@@H](C)CO)C(=O)Cc2cc(NC(=O)Cc3ccccc3)ccc2O[C@H]1CN(C)Cc1ccccc1 | 13 | . | -15 | 3.7 | 48 | ? | -4[16.7 µM]
O=C(NNC(=O)c1ccco1)c1cccc(Br)c1 | -17 | . | -1 | -2.3 | -1 | ? | -5
CCC(C)(C)C1CCC2(CC1)NC(=O)N(CC(=O)N1CCN(S(=O)(=O)c3cc(C)ccc3C)CC1)C2=O (stereo not given) | -4 | 2 | -36 | -1.2 | 5 | 12 | .
CCC(=O)Nc1ccc2c(c1)C(=O)N(C)C[C@H](OC)[C@@H](C)CN(C(=O)C1CCC1)[C@@H](C)CO2 | . | -11 | -11 | 0.4 | 2 | 7 | 0[16.7 µM]
S=C(NC1CCCCC1)NC1CC2CCC(C1)N2Cc1ccccc1 (stereo not given) | 1 | -2 | 7 | 0.5 | 12 | 0 | .
Cc1ccnc(-n2c(C)cc(/C=N/NC(=O)COc3cccc4cccnc34)c2C)c1 | -12 | -12 | . | 0.7 | -15 | 4 | .
CCc1nc2ccc(C(=O)Nc3ccc4c(c3)OCC(=O)N4)cn2c1N(C)Cc1nccn1C | -8 | -10 | . | -3.9 | -6 | -12 | -6
CCOC(=O)NN1C(=O)c2ccccc2NC1c1ccccc1F (stereo not given) | 4 | -5 | 22 | -2.4 | 18 | 2 | -1
COc1ccc(S(=O)(=O)Nc2ccc3c(c2)CC(=O)N([C@H](C)CO)C[C@H](C)[C@@H](CN(C)S(C)(=O)=O)O3)cc1 | -18 | -7 | 24 | -1.2 | -10 | ? | 2[16.7 µM]
COCCn1c(SC(C)C(=O)NC2CCCCC2C)nc2ccccc2c1=O (stereo not given) | . | 0 | 18 | -2.1 | 2 | 7 | -1
Cc1ccccc1NC(=O)COC(=O)CCc1c[nH]c2ccccc12 | 0 | 0 | 4 | 6.8 | 0 | 8 | .
CN(c1ccc(OCC(=O)OCC(=O)Nc2cccc([N+](=O)[O-])c2)cc1)S(=O)(=O)c1ccc(F)cc1 | 5 | -1 | 14 | -0.8 | -2 | -3 | -4
CCC1C(=O)N=C(SCC(=O)Nc2ccc(C)cc2)N(c2ccccc2)C1=O (stereo not given) | -10 | 0 | -9 | 4.6 | 6 | -3 | -8
CCCNC(=O)Nc1ccc2c(c1)OC[C@@H](C)N(C(=O)C1CCC1)C[C@@H](C)[C@@H](OC)CN(C)C2=O | -7 | -8 | -10 | -0.8 | -8 | -11 | -4[16.7 µM]
O=C1CC(c2cccc([N+](=O)[O-])c2)c2cc3c(cc2N1)CCC3 (stereo not given) | 29 | 7 | -60 | 6.1 | ? | 1 | 7
CC(C)CNC(CC(=O)Nc1cccc([N+](=O)[O-])c1)C(=O)O (stereo not given) | -31 | 1 | 9 | . | . | . | .
Cc1ccc(S(=O)(=O)N2CC[C@@H]3[C@H]2c2cc(-c4ccc(C#N)cc4)ccc2N(C)[C@H]3CO)cc1 | 22 | 7 | 0 | 3.1 | 1 | 0 | 6[16.7 µM]
CCOc1ncccc1C(=O)NCC(c1ccccc1)N(C)C (stereo not given) | 9 | 9 | 32 | -0.4 | 3 | 3 | 1
Cc1cc2ccccc2n1CCNC(=O)c1ccc(S(=O)(=O)N2CCCCC2)cc1 | 20 | -7 | -19 | 1.4 | 9 | -7 | .
N#CC1(NC(=O)COc2ccc(C(N)=O)cc2)CCCC1 | -12 | 8 | 4 | 2.7 | -7 | ? | -14
Cc1ccn2c(Nc3ccc4c(c3)OCO4)c(-c3ccc(O)cc3)nc2c1 | 12 | 4 | -9 | 1.6 | -10 | -2 | -3
Nc1[nH]c(C(=O)c2ccccc2)c(-c2ccc3ccccc3c2)c1C(=O)NC1CC1 | -14 | -1 | 18 | -0.2 | 1 | -6 | .

The list continues.
SMILES | PAX8 inh HTS | FN deposition inh | INS-1E GSIS act | F508del corr | EWS-Fli block | DENV2 CPE | miR-122 sensor
COc1cc(C(=O)NC(=S)Nc2ccc(Cc3ccncc3)cc2)cc(OC)c1OC | 1 | 0 | -20 | 2.5 | -6 | 2 | -2
CCOc1ccccc1C(=O)NCC(=O)NCC1CCCCC1 | -3 | -3 | 1 | -4.0 | -8 | -2 | .
CC(=O)c1ccc(OC(=O)CN2C(=O)c3ccccc3C2=O)cc1 | 28 | 5 | -25 | 3.7 | 8 | 2 | 8
COc1cccc(S(=O)(=O)N[C@H]2CC[C@H](CCn3cc(-c4ccc(F)cc4)nn3)O[C@H]2CO)c1 | 6 | 0 | 4 | 1.6 | 10 | 0 | .
CCOc1ccc(NC(=O)CN(C)C(=O)CCNC(=O)c2ccco2)cc1OCC | -2 | 3 | 13 | 0.2 | 5 | 4 | -5
COc1ccc(OC)c(CN2CCN(C(=O)c3cccc(S(=O)(=O)Nc4ccc(F)cc4)c3)CC2)c1 | 2 | -5 | -26 | -6.1 | 3 | -4 | .
CN1CCCN(Cc2ccccc2Br)CC1 | -4 | 4 | 4 | -0.7 | 12 | 11 | .
CN(C)c1cc(-c2ccc(Cl)c(Cl)c2)oc(=O)c1Cl | 13 | -11 | -4 | -0.3 | 3 | -2 | -1
O=C(C(=O)N1CCN(C(=O)C2CCCC2)CC1)c1cccc(C(F)(F)F)c1 | -6 | 2 | . | 0.0 | 5 | -4 | .
COc1cccc(NC(=O)C[C@@H]2CC[C@@H]3[C@@H](COc4ccc(NC(C)=O)cc4C(=O)N3C)O2)c1 | -3 | -5 | -5 | 0.4 | -6 | 9 | 2[16.7 µM]
CCc1nnc(NC(=O)c2ccc(-c3cc(C(F)(F)F)ccc3Cl)o2)s1 | . | 0 | 16 | . | . | . | -5
CC(C)C(=O)Nc1cccc(NC(=O)c2cc3ccccc3o2)c1 | -112 | -6 | 25 | . | . | . | -1
CN(C(=O)COC(=O)CNC(=O)C1CCCCC1)c1ccccc1 | -9 | -3 | 6 | 0.9 | -4 | ? | .
Cc1nc2sc(-c3ccccc3)cc2c(=O)n1/N=C/N(C)C | -150 | -1 | 5 | . | -59 | 5 | -3
COc1ccc2c3c(n(C)c2c1)[C@H](CO)N(Cc1cccc(Cl)c1)CC31CN(C(=O)C2CC2)C1 | -8 | . | -5 | -0.7 | 11 | 3 | .
COc1ccc(S(=O)(=O)N=Nc2c(O)[nH]c3ccccc23)cc1 | 14 | 6 | 6 | -3.9 | 53* | -4 | .
COc1ccc(-c2cc(=O)oc3cc(OCC(=O)N[C@@H](Cc4c[nH]c5ccccc45)C(=O)O)ccc23)cc1 | . | . | 2 | -0.7 | 13 | ? | 1
